Screens as filed in PubChem.
MEP2-GFP yeast: modulators of MEP2-GFP levels in yeast, primary screen, S. cerevisiae, multiplex flow cytometry, MLPCN library | S. cerevisiae MEP2-GFP strain, 3 h; 100% = DMSO control level | GFP response vs DMSO, % at 10 µM | actives 0.51% (n = 330,000) | AID 2016, 2009;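 active = GFP response versus DMSO above a set limit, roughly screen mean plus 3 SD, cut at about 180% in these data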;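 note: median GFP fluorescence of the barcode-gated MEP2-GFP cells per well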
CIT2 TOR yeast: modulators of CIT2-GFP expression in yeast, primary screen, S. cerevisiae, GFP fusion, multiplex flow cytometry, MLPCN library. actives 0.065% (n = 320,000). GFP response vs DMSO, % at 10 µM. S. cerevisiae CIT2-GFP strain, 3 h; 100 means same as DMSO wells;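 active = GFP response relative to DMSO above a set limit, near the screen mean plus 3 SD, cut at about 150% in these data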;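 note: ratio of well median GFP fluorescence to mean of DMSO wells on the plate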
RPL19A-GFP yeast: RPL19A-GFP expression modulators in yeast, primary screen, cell-based, S. cerevisiae, multiplex flow cytometry, MLPCN. actives 0.3% (n = 330,000). percent response vs DMSO, % at 10 µM. S. cerevisiae RPL19A-GFP strain, 3 h; active compounds read low;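 active = percent response vs DMSO below 50%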;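 note: median channel GFP fluorescence of the barcoded RPL19A-GFP strain; ratio of sample median GFP to plate DMSO average so 100% = DMSO; lower means less RPL19A-GFP as with rapamycin TOR inhibition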
GRK2 aptamer HTS: compounds blocking aptamer binding on GRK2 – biochemical, human GRK2, bead flow cytometry, HTS, primary screen. Beta-adrenergic receptor kinase 1 (Homo sapiens), P25098. FAM-aptamer displacement from GRK2. inhibition of aptamer binding, % at 10 µM. actives 0.59% (n = 330,000);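 active = inhibition of aptamer binding above 40%, roughly 3 SD of noise, on plates passing a quality check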;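 note: median bead fluorescence of bound FAM aptamer so fluorescent compounds give negative values; no value below 0 was filed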
Target sequence (P25098 whole entry, looked up): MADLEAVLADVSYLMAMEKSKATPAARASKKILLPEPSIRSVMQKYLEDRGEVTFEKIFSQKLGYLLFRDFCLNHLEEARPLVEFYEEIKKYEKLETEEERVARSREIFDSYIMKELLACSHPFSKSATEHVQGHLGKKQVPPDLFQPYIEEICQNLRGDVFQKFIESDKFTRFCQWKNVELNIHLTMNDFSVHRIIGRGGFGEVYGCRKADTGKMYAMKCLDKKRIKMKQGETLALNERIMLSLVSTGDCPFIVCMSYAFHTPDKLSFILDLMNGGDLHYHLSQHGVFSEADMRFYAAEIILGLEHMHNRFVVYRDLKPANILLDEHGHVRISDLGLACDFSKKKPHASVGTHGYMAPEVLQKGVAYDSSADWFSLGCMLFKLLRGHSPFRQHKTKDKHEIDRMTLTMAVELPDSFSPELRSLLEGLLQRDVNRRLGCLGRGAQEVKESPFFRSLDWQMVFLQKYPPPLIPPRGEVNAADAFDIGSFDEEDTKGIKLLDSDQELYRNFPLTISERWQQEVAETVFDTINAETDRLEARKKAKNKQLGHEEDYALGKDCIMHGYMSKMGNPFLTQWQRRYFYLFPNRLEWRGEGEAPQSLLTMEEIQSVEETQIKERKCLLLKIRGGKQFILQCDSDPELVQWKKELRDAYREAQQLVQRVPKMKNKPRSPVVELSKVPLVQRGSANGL
VLA-4 inh: inhibition in human VLA-4 binding assay, primary screen, VLA-4 allosteric modulator project, MLPCN library, flow cytometry, VLA-4 expressing cells | ligand binding flow cytometry | inhibition, % (about 7 µM as worked out from the volumes in the protocol) | actives 0.2% (n = 330,000); in the data active = inhibition above about 50%
LAP4-GFP MLPCN: modulators of LAP4-GFP expression in yeast, primary screen, S. cerevisiae, multiplex flow cytometry, MLPCN library; 3 h; median GFP as percent of DMSO wells; GFP response vs DMSO, % at 10 µM; actives 0.34% (n = 320,000);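 active = GFP response vs DMSO above a set limit, about the screen mean plus 3 SD, cut at about 150% in these data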
AGP1-GFP MLPCN: modulators of AGP1-GFP expression in yeast TOR pathway, primary screen, cell-based, multiplex flow cytometry, S. cerevisiae, MLPCN library; 3 h; GFP as percent of DMSO wells; GFP response vs DMSO, % at 10 µM; actives 0.02% (n = 320,000);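 active = GFP response relative to DMSO above a set limit, near screen average plus 3 SD, cut at about 150% in these data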;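 note: median GFP channel fluorescence of the gated AGP1 strain per well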
CR mimetic SO: reduction of superoxide in aged yeast, primary screen, HTS; S. cerevisiae aged cells, superoxide DHE fluorescence; active compounds read low; superoxide response (% of plate mean), % at 10 µM; actives 0.18% (n = 330,000);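 active = superoxide response under a set limit, about three screen SD below normal, cut at about 65% in these data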;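 note: yeast aged for seven days with compound at 30 °C before DHE staining; 100% = average MFI of all compound-treated wells on the plate with controls excluded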
The depositor's hits bear a star; i = inactive; . = no result given.

SMILES	MEP2-GFP yeast	CIT2 TOR yeast	RPL19A-GFP yeast	GRK2 aptamer HTS	VLA-4 inh	LAP4-GFP MLPCN	AGP1-GFP MLPCN	CR mimetic SO
C=CCOC(=O)C1=C[C@H](c2csc3ccccc23)C[C@H](OCCCCO)O1	95	89	99	5	6	130	85	93
O=C(Nc1ccc2c(c1)C(=O)OC2)c1ccc(Cl)cc1Cl	104	106	106	0	-4	101	107	85
Cc1[nH]n(-c2ccccc2)c(=O)c1N=O	99	98	98	1	10	103	98	104
COc1ccc(CCNC(=O)CCC(=O)N2CC(C)Oc3ccc(Cl)cc32)cc1OC (stereo not drawn)	98	93	97	0	-3	94	97	88
CC(C)C(C(=O)Nc1ccccc1F)N1C(=O)c2ccccc2C1=O (stereo not drawn)	103	98	103	.	4	109	112	96
Cn1c(N)c(C(=O)COC(=O)COc2ccc(Cl)cc2)c(=O)n(C)c1=O	93	87	91	2	-4	85	89	102
Cc1ccccc1CS(=O)(=O)c1ncc(Cl)c(C(=O)Nc2ccc(F)cc2)n1	100	87	97	1	14	130	101	110
CC(=O)NCCCc1nc2ccccc2n1Cc1cc(C)ccc1C	98	92	96	0	1	86	97	107
CC(NC(=O)c1cc(F)c(F)cc1Cl)c1ccncc1 (stereo not drawn)	90	96	94	0	0	92	93	99
Cc1ccc(-c2nc(=S)c3c(n2Cc2ccco2)CC(C)(C)OC3)cc1	103	102	97	0	-2	123	102	102
CCN(CCO)C(=O)c1ccc2nc(Cc3cccc(Cl)c3)oc2c1	108	102	104	5	13	93	104	94
Cc1cc(/C=C2/SC(=S)N(c3cccc(Cl)c3)C2=O)c(C)n1-c1cccnc1	154	120	107	7	i	154*	106	94
COC(=O)Cc1ccc(NC(=O)c2ccc3c(c2)C(=O)N(CC2CCCO2)C3=O)cc1 (stereo not drawn)	96	97	102	1	12	88	87	91
Cc1nc2ccccc2c2oc(C(=O)NCC3COc4ccccc4O3)cc12 (stereo not drawn)	102	92	94	0	4	107	98	104
CC1(C)CC(=O)C([N+](=O)[O-])=C(NCCCO)C1	101	104	102	2	1	89	101	96
OC(COCC(F)(F)C(F)(F)C(F)(F)C(F)F)Cn1c2ccc(Cl)cc2c2cc(Cl)ccc21 (stereo not drawn)	96	89	97	0	8	103	120	97
CC(=O)Nc1ccc(S(=O)(=O)N2CCSc3ccccc32)cc1	99	90	98	0	2	95	94	108
CC(C)OC(=O)/C(=C\c1cccc2ccccc12)NC(=O)c1ccccc1	97	97	105	0	18	89	95	120
CC(CNC(=O)c1ccc2c(c1)OCO2)c1ccc([N+](=O)[O-])cc1 (stereo not drawn)	99	89	97	67*	-7	99	92	108
CCc1c(O)nc(SC2CC(=O)N(c3ccccc3)C2=O)[nH]c1=O (stereo not drawn)	106	91	98	0	2	91	92	107
CCCCCCCCNc1nc(Cl)nc(NCc2ccco2)n1	90	93	104	0	-14	91	102	103
COc1ccc(NC(=O)N(Cc2cc3cc(C)ccc3[nH]c2=O)CC2CCCO2)cc1 (stereo not drawn)	99	92	98	0	-5	111	106	94
Cn1c(=O)c2ccccc2n2c(=S)[nH]nc12	103	103	104	2	-9	101	104	100
O=C(CCSc1ccccc1Cl)Nc1cccc([N+](=O)[O-])c1	105	95	100	1	16	95	89	93
O=c1oc2ccccc2n1CSc1nc2ccccc2s1	96	86	95	0	0	90	94	108
CCCc1cc2c(-c3ccccc3)cc(=O)oc2cc1OCc1ccc(C(=O)O)o1	88	.	82	2	-4	89	80	99
O=C(COC(=O)c1ccc(Oc2ccccc2)cc1)Nc1nnc(-c2ccccc2)o1	98	102	95	7	-2	103	95	107
COc1ccc(NC(=O)/C(=C/c2cccs2)NC(=O)c2ccco2)cc1	103	100	97	0	-9	109	105	104
CN(C)S(=O)(=O)c1ccc(C(=O)OCC(=O)Nc2ccc(OC(F)F)cc2)cc1	117	126	97	4	2	109	82	87
Cc1nc(-c2ccccc2)nc(-c2ccccc2)n1	92	96	98	1	-13	97	87	97
FC(F)(F)c1cc(Oc2ccccc2)nc(-c2ccccn2)n1	101	101	100	0	2	99	94	81
O=C(Oc1cc(-c2ccccc2)no1)c1ccc(Cl)cc1	99	85	103	2	33	119	96	85
COc1cccc(/C=N/NC(=O)Cn2cnc3c2c(=O)n(C)c(=O)n3C)c1OC	100	97	103	1	-8	102	105	103
O=C1c2sc3nc4n(c(=O)c3c2CCC1Br)CCCCC4 (stereo not drawn)	102	100	102	1	25	102	108	100
COc1ccc(N2CCN(C(=O)c3ccc4c(=O)n(CCc5ccc(OC)c(OC)c5)c(=O)[nH]c4c3)CC2)cc1	105	103	101	1	-2	101	106	110
CCn1c(=O)c(C(=O)NCCc2ccc(Cl)cc2)c(O)c2ccccc21	101	110	100	1	5	88	100	104
COC(=O)Cn1c2c(c3cc(C)ccc31)CCCC2	112	91	95	4	4	98	92	104
Cc1ccc2ccccc2[n+]1CCCS(=O)(=O)[O-]	102	104	99	3	-15	97	99	96
CC1CCCCN1C(=O)COC(=O)c1cc([N+](=O)[O-])ccc1N (stereo not drawn)	96	97	96	1	-9	102	94	97
COc1cc(/C=N/Nc2ccc(F)cc2F)cc(OC)c1OC	112	117	104	0	-5	85	99	107
O=C(O)c1cc(/C=N\O)ccc1OCc1ccccc1	101	105	108	0	1	104	104	83
Cc1ccc(C2C3C(=O)N(c4ccc(C)cc4)C(=O)C3N3CCCN23)cc1 (stereo not drawn)	95	88	91	2	-3	118	104	97
CCCc1cc(=O)[nH]c(SCC(=O)c2[nH]c(C)c(C(=O)OCC)c2C)n1	94	105	106	2	10	89	101	98
Cc1nn(-c2ccccc2)c(C)c1NC(=O)COC(=O)CCc1ccccc1	104	103	110	0	7	89	100	108
Oc1ccc(Oc2ncc(Cl)cc2Cl)cc1	104	107	107	1	10	110	101	72
CC(=O)Nc1ccc(NC(=O)/C=C/c2ccc(Cl)cc2)cc1	98	101	101	0	-3	104	108	103
CCOC(=O)C1=C(C)N=c2s/c(=C\c3ccc(OC(C)=O)cc3)c(=O)n2C1/C=C/c1ccccc1 (stereo not drawn)	104	95	96	5	i	88	89	116
O=C(NCc1nc(-c2ccccc2)cs1)c1ccccc1	102	67	95	0	-6	106	84	113
COc1cc(NC(=O)CN2C(=O)NC(C)(CCC(C)C)C2=O)cc(OC)c1 (stereo not drawn)	103	109	109	0	-6	109	109	95
Nc1nnc(CC(c2ccccc2)c2ccccc2)s1	103	107	102	0	6	104	104	97

Later entries:
SMILES	MEP2-GFP yeast	CIT2 TOR yeast	RPL19A-GFP yeast	GRK2 aptamer HTS	VLA-4 inh	LAP4-GFP MLPCN	AGP1-GFP MLPCN	CR mimetic SO
C=CCNS(=O)(=O)c1ccc(N2C(=O)c3ccccc3C2=O)cc1	104	106	101	0	-1	102	98	95
COc1ccc(/C=N/NC(=O)C(=O)N2CCCC2)cc1OC	115	107	101	2	1	104	108	96
c1ccc(-c2ccccc2OCCN2CCCCC2)cc1	100	92	95	0	-4	92	99	107
Cc1cc(S(=O)(=O)NCC(C)C)ccc1OCC(=O)NCC1CCCO1 (stereo not drawn)	107	100	106	0	18	101	102	109
O=C(N/N=C/c1cc([N+](=O)[O-])ccc1O)c1ccncc1	98	88	98	1	-3	103	98	96
OC1(c2ccccc2)C/C(=N\n2cnnc2)C=C1c1ccccc1 (stereo not drawn)	101	96	99	0	10	99	99	98
COc1cccc(NC(=S)NC(=O)Cc2ccc(Cl)cc2)c1	101	100	103	1	10	93	103	93
C/C(=N\Nc1ccc([N+](=O)[O-])cc1)c1cccc(N)c1	102	100	96	0	10	98	96	101
Cc1ccc(Cl)cc1NC(=O)CN1CCN(S(=O)(=O)N2CCC(C)CC2)CC1	103	104	100	0	0	97	106	91
CCCc1cc(=O)n2[nH]c(NCc3ccc(OC)c(OC)c3)nc2n1	99	108	98	3	-5	96	103	99

Four entries already listed, arranged by the number in MEP2-GFP yeast, falling:
| Compound | MEP2-GFP yeast |
| --- | --- |
| C=CCNS(=O)(=O)c1ccc(N2C(=O)c3ccccc3C2=O)cc1 | 104 |
| OC1(c2ccccc2)C/C(=N\n2cnnc2)C=C1c1ccccc1 (stereo not drawn) | 101 |
| c1ccc(-c2ccccc2OCCN2CCCCC2)cc1 | 100 |
| CCCc1cc(=O)n2[nH]c(NCc3ccc(OC)c(OC)c3)nc2n1 | 99 |

Next structures
SMILES	MEP2-GFP yeast	CIT2 TOR yeast	RPL19A-GFP yeast	GRK2 aptamer HTS	VLA-4 inh	LAP4-GFP MLPCN	AGP1-GFP MLPCN	CR mimetic SO
O=c1[nH][nH]c(C(F)(F)F)c1C=Nc1ccc(Cl)cc1	97	92	98	3	5	93	.	116
CC1=NN(C(N)=S)C(=O)C1N=Nc1ccccc1C (stereo not drawn)	95	94	91	5	-16	101	88	103
O=C(CCN1C(=O)/C(=C\c2cccs2)SC1=S)Nc1ccc(C(=O)O)cc1	100	99	93	1	8	98	96	94
COc1ccc2[nH]c(=O)c(-c3nnn(-c4ccc(F)cc4)n3)cc2c1	89	67	93	2	-3	125	74	104
CN(C(=O)COC(=O)C12CC3CC(CC(Cl)(C3)C1)C2)C1(C#N)CCCCC1	94	87	90	0	-5	95	93	102
Cc1ccc(-c2nnc(SCC(=O)NNC(=O)COc3ccccc3C)n2C)cc1	99	99	100	0	14	88	92	106
COC(=O)C1=C(C)N(C2CCCCC2)C(=O)C1	106	103	108	0	0	112	106	110
COc1cc(-c2nnc(COC(=O)CSc3cc(C)c4ccccc4n3)o2)cc(OC)c1OC	106	97	102	3	5	102	104	100
CSc1nc(N)nc(SCC(=O)Nc2ccc(Cl)cc2)c1C#N	100	97	100	1	5	108	97	103
O=C(Nc1ccc(-c2nnc(-c3ccccc3)o2)cc1)C(F)(F)F	107	104	100	0	6	104	103	110
O=C(CCc1ccccc1)NC(=S)NCc1ccco1	100	76	102	0	3	105	94	103
COc1ccc(Cl)cc1NC(=O)CCCN1C(=O)CCC1=O	104	111	103	3	4	102	103	85
CCOc1ccc(NC(=O)CCSc2ccc(C)cc2)cc1	101	102	105	0	10	98	94	109
CCC(c1nnc(SCC(=O)NNC(=O)c2ccccc2)n1Cc1ccccc1)N(C)C (stereo not drawn)	86	89	93	0	-3	87	96	99
COc1ccc(C(=O)COC(=O)c2sc(C)nc2C)cc1OC	99	91	99	0	5	101	92	90
CCOC(=O)C1CCN(Cc2nc3ccc([N+](=O)[O-])cc3c(=O)n2-c2ccc(OC)cc2OC)CC1	101	109	99	0	1	113	109	118
CC(=O)N1CCN(CC(=O)Nc2cccc(S(=O)(=O)N3CCCCCC3)c2)CC1	111	111	99	1	-5	106	110	95
CN(C)c1ccc(/C=N\NC(=O)CC#N)cc1	97	99	97	0	1	100	100	100
N#CCCN1CCN(S(=O)(=O)c2ccc(C3CCCCC3)cc2)CC1	93	93	93	0	-4	99	96	87
OC(COCc1ccc(Cl)cc1)CN1CCN(CC(O)COCc2ccc(Cl)cc2)CC1 (stereo not drawn)	102	.	103	0	15	101	104	96
CCN(CC)CCCN1C(=O)C(O)=C(C(=O)c2sc(C)nc2C)C1c1ccco1 (stereo not drawn)	100	108	98	0	-8	100	95	91
COC(=O)C1CCN(C(=O)COc2ccc(S(=O)(=O)N3CCOCC3)cc2Cl)CC1	105	112	103	0	-4	103	106	99
CN(Cc1ccccc1)Cc1nc2c(c(=O)n(C)c(=O)n2C)n1CCCc1ccccc1	95	.	93	2	0	88	91	105
O=S(=O)(N/N=C\C=C\c1ccccc1)c1ccc(Cl)cc1	97	101	99	1	6	102	100	89
N#Cc1ccccc1NS(=O)(=O)c1cc2c3c(c1)CCN3C(=O)CC2	98	98	99	3	11	94	109	96
